LmPK inh: blocks Leishmania mexicana pyruvate kinase activity | Q27686 | purified LmPK, Kinase-Glo ATP luminescence, 1 h | Potency, µM (highest dose often 57.5 µM), inactives show at the highest dose activity change, negative = inhibition, actives largely listed as inhibitors | actives 0.37% (n = 290,000); further: potency means the concentration at half of the fitted maximal effect; on the % scale 0 is the no-effect control and ±100 the full control effect
Target sequence (Q27686 whole entry, looked up): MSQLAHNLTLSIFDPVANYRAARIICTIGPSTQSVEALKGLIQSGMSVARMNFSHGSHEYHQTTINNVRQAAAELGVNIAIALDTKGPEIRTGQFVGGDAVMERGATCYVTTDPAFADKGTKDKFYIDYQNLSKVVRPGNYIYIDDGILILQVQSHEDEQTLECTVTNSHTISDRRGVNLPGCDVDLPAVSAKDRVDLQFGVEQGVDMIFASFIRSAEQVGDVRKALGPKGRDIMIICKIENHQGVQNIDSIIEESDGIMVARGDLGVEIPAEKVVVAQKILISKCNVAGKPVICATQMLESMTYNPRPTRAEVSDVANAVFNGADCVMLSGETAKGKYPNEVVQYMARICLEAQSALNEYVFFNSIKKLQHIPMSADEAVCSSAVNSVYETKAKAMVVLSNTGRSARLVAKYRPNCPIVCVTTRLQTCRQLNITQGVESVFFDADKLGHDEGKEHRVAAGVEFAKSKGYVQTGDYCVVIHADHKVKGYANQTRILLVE
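In 50 mM imidazole pH 7.2 with 7 mM MgCl2, LmPK (0.1 nM) turned over PEP (0.5 mM) and ADP (0.1 mM) for 1 h at room temperature. Luciferase read-out of ATP.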
Shiga inhibitor: inhibitors of Shiga toxin in Vero cells; Vero cells, Shiga toxin protein synthesis inhibition reporter; inhibition, % at 38.7 µM; AID 2315; actives 9.2% (n = 290,000); in the data active means inhibition mostly above about 28%, no sharp cut-off; inactive means mostly below about 43%; further: 0% is about no effect
Pf growth 48h: inhibits P. falciparum growth in the first generation, 48 h; P. falciparum luciferase growth in erythrocytes, 48 h; Potency, µM (series often up to 28.7 µM), without a hit: at the top dose activity change, negative = inhibition, usual class: inhibitors; actives 5.9% (n = 310,000); further: potency means the concentration at half of the fitted maximal effect; on the % scale 0 is the no-effect control and ±100 the full control effect
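Here the parasites carry a stable luciferase gene and grow inside erythrocytes in Albumax-based RPMI medium with compound for one erythrocytic cycle. Activity is scored as loss of luminescent signal.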
Pf growth 96h: P. falciparum growth inhibition at 96 hours; P. falciparum luciferase reporter growth, 96 h; Potency, µM (titrated, usually from 28.7 µM), inactives show at the highest dose activity change, negative = inhibition, actives largely listed as inhibitors; actives 6.9% (n = 320,000); AID 504834; further: potency means the concentration at half of the fitted maximal effect; on the % scale 0 is the no-effect control and ±100 the full control effect
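P. falciparum expressing integrated firefly luciferase grown in erythrocytes (2% hematocrit, 0.05% parasitemia final) with compounds for 96 hours at 37 C, 5% CO2. Growth inhibition read as loss of luminescence after adding luciferase detection reagent.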
CHX counter: affects cycloheximide protein synthesis inhibition readout, counter-screen; actives 12% (n = 300,000); max response, %; cell reporter, cycloheximide protein synthesis inhibition counterscreen; AID 2314; in the data active means max response mostly above about 13%, no sharp cut-off; inactive means mostly below about 14%; further: read at 38.3 µM for the half of the compounds with a filed dose; 0% is about no effect
AmpC inh no detg: AmpC beta-lactamase inhibition without detergent. actives 0.52% (n = 330,000). Potency, µM (titrated, usually from 57.1 µM), for inactives: at the top dose activity change, negative = inhibition, most hits filed as inhibitors. P00811. AmpC nitrocefin hydrolysis, absorbance 480 nm, 0.0001% Triton;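 further: potency means the concentration at half of the fitted maximal effect; plate controls were no compound for no effect and no enzyme for full effect; nearly all actives have a fitted effect of over 20% in size; some results filed as inactive show a strong effect at the top dose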
Target sequence (P00811 whole entry, looked up): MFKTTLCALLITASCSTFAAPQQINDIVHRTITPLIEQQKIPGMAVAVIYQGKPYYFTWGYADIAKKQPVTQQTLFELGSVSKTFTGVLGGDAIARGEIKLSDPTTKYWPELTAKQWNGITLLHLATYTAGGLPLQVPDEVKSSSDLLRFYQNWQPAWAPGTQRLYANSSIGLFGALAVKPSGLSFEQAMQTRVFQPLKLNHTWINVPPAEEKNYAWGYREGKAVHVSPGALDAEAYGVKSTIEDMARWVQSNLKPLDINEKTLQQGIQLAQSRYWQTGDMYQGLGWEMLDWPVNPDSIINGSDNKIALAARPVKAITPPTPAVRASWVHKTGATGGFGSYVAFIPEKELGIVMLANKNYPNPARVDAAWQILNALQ
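20 mM phosphate pH 7.0 + 0.01% (detergent screen) or 0.0001% Triton X-100; 5.3 nM AmpC reagent; cpd preinc 15 min RT; nitrocefin (800 uM stock) to start; A480 q20 s × 4 min; Activity was normalised to no-enzyme and no-compound control wells.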
TbPYK inhibitor: T. brucei pyruvate kinase inhibition. Q57TT1. actives 0.12% (n = 410,000). Potency, µM (series often up to 76.8 µM), without a hit: at the top dose activity, negative = inhibition, actives largely listed as inhibitors. TbPYK enzyme, Kinase-Glo Plus ATP luminescence, 45 min. AID 624173; further: potency means the concentration at half of the fitted maximal effect; on the % scale 0 is the no-effect control and ±100 the full control effect; nearly all actives have a fitted effect of over 50% in size
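Readout: single end-point luminescence (Kinase-Glo Plus, 10 min). Reaction conditions were TbPYK/substrate plus 130 uM ADP, 45 min at RT, pH 7.2 TEA buffer. No-enzyme wells served as controls, and data were normalized before concentration-response fitting.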
An asterisk follows results filed as active; ? = inconclusive; · = no result given; [ ] = dose if it differs, or a comment. Unless noted, the call rests on the fitted dose curve; in most records, active means well fitted curve in the direction sought with a large enough effect; inconclusive means small, poorly fitted or top-dose-only effect, or another doubt; inactive means no such curve, though single readings can be large; an effect the other way counts as inactive or inconclusive.

no.	structure	LmPK inh	Pf growth 96h	TbPYK inhibitor	Pf growth 48h	CHX counter	Shiga inhibitor	AmpC inh no detg
1	O=C(Nc1nnc(-c2ccco2)s1)C1CC1	-4%	-4%	-11%	46%[activator]	23*	31*	-17%
2	Fc1ccc(COc2ccc(/C=N/n3cnnc3)cc2)cc1	9%	?	7%	9%	-7	-39	26%
3	CC(=O)c1ccc(OCC(O)CN(C)CCOc2ccc(Br)cc2)cc1 (centres undefined)	1%	0%	4%	6%	-8	-4	54%
4	Cc1ccccc1-c1nsc(SCC(=O)NCc2ccc3c(c2)OCO3)n1	-1%	0%	-7%	0%	-1	12	-33%
5	CCN(CC)C(=O)Oc1ccc2c(=O)c(-c3ccc(OC)cc3)c(C)oc2c1	5%	29%	4%	16%	18	10	72%[activator]
6	NC(=S)NN=C1C2CC3CC(C2)CC1C3	5%	?	-15%	?	11	1	-13%[11.4 µM]
7	Cc1c(C(=O)N/N=C/c2ccc(N(C)C)cc2)[nH]c2ccc(Cl)cc12	-2%	1.9µM*	3%	20%	1	-1	-58%
8	O=C(Nc1ccc(S(=O)(=O)N2CCCC2)cc1)c1cccc(OC(F)F)c1	·	?	-4%	?	·	·	32µM*
9	CCn1cnnc1SCC(=O)c1c(N)n(C2CC2)c(=O)[nH]c1=O	·	?	-6%	-12%	·	·	-9%
10	N#CCN1CCN(c2ccc(C(F)(F)F)cc2)CC1	4%	13%	0%	-10%	-3	-4	-8%
11	CC(C)C(CO)N1CCN(Cc2ccccc2)CCC1=O (centres undefined)	5%	?	-1%	2%	-5	-3	-13%
12	CCOC(=O)c1cc(S(=O)(=O)N2CCN(C(=O)OCC)CC2)cn1C	-3%	?	2%	2%	-3	16	-11%
13	[O-][n+]1c2ccccc2cc2ccccc21	·	7.4µM*	-11%	2.6µM*	·	·	-19%
14	CCOC(=O)c1c(NC(=S)NC)sc2c1CC(C)(C)SC2	-9%	-102%	?	4.1µM*	-5	-9	-57%
15	CC(=O)Nc1ccc(S(=O)(=O)NCCC(=O)OCC(=O)c2ccccc2)cc1	·	21%	-4%	19%	·	·	-33%
16	Cc1n[nH]c(=O)c2c1nnn2Cc1ccc(F)cc1	-9%	?	10%	19%	-3	15	-11%
17	Cc1nc2nc(SCC(=O)NCCCN3CCCC(C)C3)nn2c(C)c1Cc1ccccc1Cl (centres undefined)	-3%	31%[activator]	-8%	13µM*	-3	-5	59%
18	O=C(CCCN1C(=O)c2ccccc2C1=O)Nc1nnc(C2CC2)s1	2%	10%	-2%	2%	-4	-7	-4%
19	CC(=O)N=c1c(C#N)cc2c(=O)n3cccc(C)c3nc2n1Cc1ccco1	9%	?	-4%	0%	-2	-4	-29%
20	COc1cccc(C2NC(=O)NC(C)=C2C(=O)Nc2cc(OC)ccc2OC)c1 (centres undefined)	0%	0%	3%	-5%	-5	-3	-7%
21	COc1ccc(/C=C/C(=O)OCC(=O)NCC2CCCO2)cc1 (centres undefined)	1%	24%	2%	6%	-2	-4	-22%
22	Cc1noc(C)c1CSc1nc2ccccc2c(=O)n1-c1ccccc1	7%	-21%	1%	·	1	-13	-10%
23	Cc1n[nH]c(=S)n(/N=C/c2cccs2)c1=O	0%	?	1%	0.93µM*	1	-15	-4%
24	CCC(C)(C)NC(=O)C1CCN(c2nc(C)cc(C)n2)CC1	1%	2%	1%	63%[activator]	6	-4	-2%
25	CN(C(=O)c1ccc2c(c1)SC1=NS(=O)(=O)CCN12)C(c1ccccc1)c1ccccc1	3%	12µM*	-9%	12µM*	11	-15	103%[activator]
26	Cc1cc(C)cc(NC(=O)CCCN2C(=O)C(c3ccccc3)Oc3cccnc32)c1 (centres undefined)	-4%	3.7µM*	-4%	?	6	-10	1%
27	COC(=O)c1ccc(/C=C/C(=O)c2cccc(OC)c2)cc1	-20%	-9%	-13%	1%	70*	52*	-17%
28	COc1ccc(CNC(=O)C2CCCN(S(=O)(=O)c3ccc4c(c3)C(C)(C)C(=O)N4C)C2)cc1 (centres undefined)	-6%	-3%	-7%	?	1	-1	90%[activator]
29	Cc1nn(-c2nc(-c3ccco3)cc(C(F)(F)F)n2)c(C)c1Br	-5%	-18%	-12%	·	-3	-7	-8%
30	COc1ccccc1OCCn1cc(C(=O)C(C)C)c2ccccc21	4%	0%	-3%	?	-1	·	-12%
31	C/C(=N\NC(=S)Nc1ccc(C(C)C)cc1)c1ccc2c(c1)OCO2	0%	?	-13%	-7%	11	35*	-53%
32	On1c(-c2ccc(Cl)cc2)nc2ccccc21	2%	?	-4%	·	43*	63*	-26%
33	CC1(C)OC2C(CO)OC(n3cnc4c(=S)nc[nH]c43)C2O1 (centres undefined)	7%	8%	-21%	-5%	-3	-7	-1%
34	Cc1sc2ncnc(SCC(=O)Nc3ncccc3O)c2c1C	·	24%	5%	-11%	·	·	-27%
35	CCNS(=O)(=O)c1ccc(CCC(=O)NC2CCCC2)cc1	-3%	?	-3%	5%	-4	-2	-8%
36	CCOC(=O)Cn1ccc(-c2ccccc2)c(C#N)c1=O	2%	22%	4%	-4%	1	9	-8%[2.29 µM]
37	Nc1ccc2c(c1)OCCOCCOCCOCCOCCO2	-12%	5.9µM*	-5%	188%[activator]	18	-10	78%[activator]
38	CCN(c1ccccc1)S(=O)(=O)c1cc2c3c(c1)CCN3C(=O)CC2	·	?	·	?	·	·	34%
39	Cc1nc2ccc(NC(=O)[C@@H](NC(=O)c3c(F)cccc3F)C(C)C)cc2s1	·	?	4%	2.1µM*	·	·	-15%
40	CC(=O)Nc1ccc(S(=O)(=O)N2CCN(CC(=O)N3CCOCC3)CC2)cc1	-3%	39%	1%	-2%	0	-5	0%
41	O=C1CCc2cc(S(=O)(=O)NCCC(=O)N3CCN(c4cccc(Cl)c4)CC3)ccc2N1	1%	10µM*	-2%	?	0	2	27%
42	C=Cc1ccc(Cn2nc(-c3ccccc3)ccc2=O)cc1	1%	24%	8%	-7%	9	8	16%
43	Cc1cc(NC(=O)c2ccc3c(c2)C(=O)N(C(C)(C)C)C3=O)no1	11%	?	4%	37%[activator]	21*	34	-4%
44	CCCCC(=O)Nc1cccc(C(=O)N/N=C/c2ccc(OC)cc2OC)c1	4%	-5%	-18%	9%	1	-2	-11%
45	CN(Cc1ccccc1)C(=O)c1[nH]cnc1C(=O)N[C@@H](CCCCNC(=O)OC(C)(C)C)C(=O)OC(C)(C)C	8%	8.3µM*	-1%	?	-3	-4	185%[activator]
46	Nc1cc(-c2nn[nH]n2)ccc1F	3%	94%[activator]	-18%	12%	-4	-1	-10%
47	Cc1ccc(SCC(=O)Nc2cc(C)on2)cc1	5%	-4%	·	·	1	-6	-13%
48	Cc1cccc(OCc2nc(C#N)c(NCCN(C)C)o2)c1	3%	?	-9%	2%	5	-2	2.2µM*
49	Cc1cccc(C(=O)NCc2nnc(SCC(=O)NC3=NCCS3)n2C)c1	2%	?	-3%	?	2	-10	11%
50	CC1=Nc2cc(C(=O)NCC3CCCO3)ccc2Sc2ccc(C)cc21 (centres undefined)	3%	-5%	-10%	?	-2	-5	159%[activator]
51	FC(F)(F)COc1nc(OCC(F)(F)F)nc(N2CCN(c3ccccc3)CC2)n1	-2%	11%	-4%	?	-1	-6	-4%
52	COc1cccc(C2/C(=C(/O)c3ccc4c(c3)CC(C)O4)C(=O)C(=O)N2c2nnc(C)s2)c1 (centres undefined)	-15%	-27%	-2%	9%	-5	-7	-27%
53	O=C(O)c1ccccc1SC1CC(=O)N(c2ccc3c(c2)OCO3)C1=O (centres undefined)	8%	16%	11%	12%	-2	5	-27%
54	Cc1ccc(S(=O)(=O)N2C=CC(C(F)(F)F)=NCC2)cc1	3%	-7%	-5%	·	-6	-10	-4%
55	CCOC(=O)C1CCN(S(=O)(=O)c2cn(C)cn2)CC1	-1%	37%[activator]	2%	18%	1	-5	-10%
56	O=C(CN1CCC(NC(=O)c2ccc(Br)cc2)CC1)NCc1cccs1	-3%	?	2%	5%	-1	-22	-44%
57	COc1ccc(C(=O)Nc2ccc3nc(N4CCCCC4)cc(C)c3c2)c(OC)c1	1%	12%	-2%	3%	-4	-8	-58%
58	CN(C)S(=O)(=O)c1cccc(NC(=S)N2CCCCC2CO)c1 (centres undefined)	2%	12%	-7%	-5%	-2	-5	-15%
59	COc1cc(-c2nc3cnccn3c2Nc2ccc(C)cc2)ccc1O	-1%	·	0%	?	17	2	-20%
60	CCC(=O)N1CCN(c2nnc(-c3ccccc3)c3ccccc23)CC1	2%	-24%	2%	-15%	-1	-15	5%

Ordered by molar mass (lowest first): part of the list above
no.	structure	LmPK inh	Pf growth 96h	TbPYK inhibitor	Pf growth 48h	CHX counter	Shiga inhibitor	AmpC inh no detg
46	Nc1cc(-c2nn[nH]n2)ccc1F	3%	94%[activator]	-18%	12%	-4	-1	-10%
39	Cc1nc2ccc(NC(=O)[C@@H](NC(=O)c3c(F)cccc3F)C(C)C)cc2s1	·	?	4%	2.1µM*	·	·	-15%
57	COc1ccc(C(=O)Nc2ccc3nc(N4CCCCC4)cc(C)c3c2)c(OC)c1	1%	12%	-2%	3%	-4	-8	-58%

Next structures.
no.	structure	LmPK inh	Pf growth 96h	TbPYK inhibitor	Pf growth 48h	CHX counter	Shiga inhibitor	AmpC inh no detg
61	O=C(COC(=O)c1cccc(F)c1)Nc1ccc2c(c1)OCCO2	·	133%[activator]	-1%	113%[activator]	·	·	-9%
62	O=C(C1CCCN(S(=O)(=O)c2ccccc2[N+](=O)[O-])C1)N1CCN(c2ccccc2)CC1 (centres undefined)	1%	?	-5%	?	3	13	58%
63	CCC1(C)Cc2c(sc3nc(SCC(=O)O)[nH]c(=O)c23)CO1 (centres undefined)	18µM*	8.3µM*	?	19%	-4	11	-16%
64	O=c1c2ccccc2c(/C=N/c2n[nH]c(CCCO)n2)c(O)n1-c1ccccc1Cl	5%	0%	2%	0%	-2	-23	125%[activator]
65	COc1cc(/C=C/c2ccc3cccc(O)c3n2)cc(Br)c1OC	-4%	?	2%	?	78*	164*	-23%
66	COc1ccc(CNS(=O)(=O)c2cc(-c3cc(C)no3)ccc2C)cc1OC	8%	?	-13%	19%	5	-9	-4%
67	Cc1ccc(NC(=O)CN(C)C(=O)c2cc(C)on2)cc1	·	34%[activator]	0%	7%	·	·	-7%
68	Cn1cccc1C(=O)NC(=O)COC(=O)CNS(=O)(=O)c1ccc(Br)cc1	-1%	-21%	-5%	·	-3	-4	-31%
69	COc1ccc(C(=O)NC(=S)Nc2ccc(S(=O)(=O)Nc3cc(C)on3)cc2)cc1OC	6%	10%	3%	41%[activator]	-3	12	-47%
70	COC(=O)C1=C(Nc2ccc(C)cc2)C=C(C)C(C(=O)OC)C1c1ccc(F)cc1 (centres undefined)	1%	12µM*	·	3.7µM*	10	22	-25%
71	O=C(NCCCN1CCOCC1)c1ccc(NC(=O)C2COc3ccccc3O2)cc1 (centres undefined)	2%	?	-3%	?	9	-8	8%

Source: PubChem (National Center for Advancing Translational Sciences (NCATS))
